Assay outcomes as filed in PubChem BioAssay.
Cdc42 wt GTP: changes GTP binding to wildtype human Cdc42 | P60953 | GST-Cdc42 beads, Bodipy-GTP binding, flow cytometry; actives lie on both sides | percent activity (GTP binding), % at 10 µM | hit rate 0.2% among 190,000 | AID 761;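 active = percent activity GTP binding at least 20 points away from the 100% baseline, either down as inhibitor or up as activator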;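 also: median bead fluorescence of bound Bodipy-FL-GTP at 100 nM; 0% = excess unlabeled GTP control and 100% = no compound control; below 100% means less GTP binding so inhibitor and above means activator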
Target sequence (P60953 whole entry, looked up): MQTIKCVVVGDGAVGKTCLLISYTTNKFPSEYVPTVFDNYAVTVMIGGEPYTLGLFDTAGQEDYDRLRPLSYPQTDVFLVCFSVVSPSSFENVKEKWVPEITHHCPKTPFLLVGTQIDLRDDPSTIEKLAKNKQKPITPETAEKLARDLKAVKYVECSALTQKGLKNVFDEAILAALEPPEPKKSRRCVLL
Rac1 wt GTP bind: alters GTP binding to wildtype human Rac1; P63000; GST-Rac1 beads, fluorescent GTP binding, flow cytometry; actives lie on both sides; 0 = cold GTP competed, 100 = untreated; GTP binding activity (% of control), % at 10 µM; hit rate 0.27% among 190,000; AID 757;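 active = GTP binding activity at least 20 points away from the 100% control level, either lower or higher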
Rab7 wt GTP bind: modulators of GTP binding to dog Rab7 wildtype GTPase. hit rate 0.055% among 190,000. GST-Rab7 beads, fluorescent GTP binding, flow cytometry; actives lie on both sides; untreated = 100%, excess cold GTP = 0%. GTP binding activity (percent of control), % at 10 µM;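 active = fluorescent GTP binding to Rab7 beads changed by at least 20 points from the 100% baseline, either direction, mostly lower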;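 also: median green fluorescence of bound Bodipy-FL-GTP per Rab7 bead population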
RGS8-Gao reg: human RGS8-Galphao interaction regulation | multiplexed bead flow cytometry, RGS8-Galphao binding; actives lie on both sides | response (percent of control binding), % at 10 µM | hit rate 0.34% among 220,000; in the data active = response below about 60% or above about 140%; inactive = in between;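 also: Galphao activated as the GDP aluminium fluoride complex binding bead-coupled RGS8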
Target sequence (P09471 whole entry, looked up): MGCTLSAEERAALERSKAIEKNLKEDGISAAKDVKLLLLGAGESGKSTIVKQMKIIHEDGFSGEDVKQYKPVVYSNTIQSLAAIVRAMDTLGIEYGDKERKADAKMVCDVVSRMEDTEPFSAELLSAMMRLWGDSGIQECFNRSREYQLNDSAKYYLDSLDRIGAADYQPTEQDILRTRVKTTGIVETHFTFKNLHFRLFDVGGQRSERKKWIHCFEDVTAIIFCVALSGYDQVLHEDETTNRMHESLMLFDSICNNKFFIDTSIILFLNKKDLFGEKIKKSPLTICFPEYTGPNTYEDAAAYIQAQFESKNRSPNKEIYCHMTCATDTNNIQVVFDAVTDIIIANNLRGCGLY
Pf gamet viab: inhibitors of late stage P. falciparum gametocyte viability; P. falciparum stage V gametocytes, ATP luminescence, 24 h; inhibition, % at 10.9 µM; hit rate 0.065% among 150,000;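 active = inhibition above the mean plus 3 SD of compounds within the control limits, set per campaign, cut at about 38% in these data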;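 also: 0% = DMSO wells and 100% = medium only without gametocytes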
HRas wt GTP bind: changes GTP binding to wildtype human HRas | GST-Ras wt beads, Bodipy-FL-GTP binding, flow cytometry; actives lie on both sides | GTP binding activity, % at 10 µM | hit rate 0.14% among 190,000 | AID 759;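 active = GTP binding activity at least 20% away from the 100% baseline, either lowered as inhibitor or raised as activator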;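 also: 0% = unlabeled GTP competition control and 100% = no-compound control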
Target sequence (P01112 whole entry, looked up): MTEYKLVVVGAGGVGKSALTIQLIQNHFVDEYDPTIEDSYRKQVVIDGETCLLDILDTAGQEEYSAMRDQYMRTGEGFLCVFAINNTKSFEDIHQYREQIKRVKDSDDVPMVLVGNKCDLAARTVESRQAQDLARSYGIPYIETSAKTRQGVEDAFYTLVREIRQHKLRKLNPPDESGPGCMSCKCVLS
Mcl1-Bid inh: disrupts binding of human Mcl-1 to Bid peptide; Q07820; TR-FRET Mcl-1/Bid-Dy647 peptide binding, 1536-well; hit rate 0.97% among 220,000; inhibition, % at 21.7 µM;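 active = compounds that cut the binding signal by more than half at the single screening dose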;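 also: His-tagged Mcl-1 with europium anti-His antibody binding Bid BH3 peptide; 0% = Mcl-1 plus peptide wells and 100% = peptide-only wells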
Target sequence (Q07820 whole entry, looked up): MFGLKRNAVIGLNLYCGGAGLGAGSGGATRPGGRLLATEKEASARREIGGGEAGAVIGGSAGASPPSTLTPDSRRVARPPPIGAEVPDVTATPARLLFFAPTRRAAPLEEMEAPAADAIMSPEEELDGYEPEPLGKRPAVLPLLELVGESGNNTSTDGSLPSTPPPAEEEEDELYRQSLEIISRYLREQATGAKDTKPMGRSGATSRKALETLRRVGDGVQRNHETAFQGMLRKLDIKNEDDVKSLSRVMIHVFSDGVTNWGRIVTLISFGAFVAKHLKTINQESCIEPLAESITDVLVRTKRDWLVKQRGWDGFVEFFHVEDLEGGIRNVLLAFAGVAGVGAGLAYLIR
Rac1 act GTP bind: alters GTP binding to activated mutant human Rac1; P63000; GST-Rac1 activated beads, fluorescent GTP binding, flow cytometry; actives lie on both sides; 100% means binding = to untreated wells; percent activity (GTP binding), % at 10 µM; hit rate 0.11% among 190,000; AID 764;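 active = GTP binding at least 20 percentage points away from the 100% baseline, in either direction, so actives lie on both sides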
Mcl-1 Bim block: human Bim-Mcl-1 interaction inhibition; Q07820; Bead-based flow cytometry, Bim peptide-Mcl-1 binding; inhibition, % at 10 µM; hit rate 0.1% among 190,000; AID 1009; in the data active = inhibition above about 40%;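 also: 0% = no compound tracer wells and 100% = peptide blocker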
Mcl1-Noxa inh: disrupts binding of human Mcl-1 to Noxa peptide; inhibition, % at 21.7 µM; TR-FRET Mcl-1/Noxa peptide binding, 2 h; hit rate 1.5% among 220,000; Q07820;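 active = compounds that cut the protein-peptide binding signal by more than 50% relative to plate controls in a single-dose test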;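 also: His-tagged Mcl-1 with rhodamine Noxa BH3 peptide and terbium anti-His antibody; 0% = Mcl-1 plus Noxa peptide wells and 100% = peptide-only wells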
Rab2A wt mod: changes GTP binding to wildtype dog Rab2A, up or down; AID 760; GTP binding activity, % at 10 µM; GST-Rab2 wt beads, Bodipy-GTP binding, flow cytometry; hit rate 0.19% among 190,000; P61105;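 active = GTP binding activity at least 20 points away from 100%, either lowered or raised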;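 also: 0% = beads with excess unlabeled GTP and 100% = no-compound control corrected for plate trend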
The depositor's hits bear a star; · = not tested or not shown.

1	COC(=O)[C@@]1(Cc2ccc(F)cc2)[C@H]2c3cc(C(=O)N(C)C)n(Cc4ccccc4)c3C[C@H]2CN1C(=O)c1ccccc1
2	CN(C(=O)CSC1=NC2C(N=N1)c1cc(Br)ccc1N2C)C1CCCCC1 (stereo unspecified)
3	Cc1noc(C)c1CCC(=O)N1CCCC(CCC(=O)NCc2ccccc2F)C1 (stereo unspecified)
4	Fc1ccccc1Sc1ccccc1CNC1=NCCN1
5	CC(C)CC(=O)Nc1ccc2oc(-c3ccncc3)nc2c1
6	N/C(=N\OC(=O)c1ccc(Cl)c(Cl)c1)c1ccccn1
7	O=C(OCC(=O)N1CCN(C(=O)c2ccco2)CC1)c1ccccc1C(=O)c1ccccc1
8	O=C(c1ccccc1C(=O)N1CCN(c2ccc(F)cc2)CC1)N1CCN(c2ccc(F)cc2)CC1
9	C#CCNC(=O)c1ccc(OCc2ccccc2)cc1Cl
10	COC(=O)c1cc2ccccc2c(=O)s1
assay / entry,1,2,3,4,5,6,7,8,9,10
Cdc42 wt GTP,99,94,96,103,103,109,100,101,106,96
Rac1 wt GTP bind,103,93,99,104,102,105,102,101,106,100
Rab7 wt GTP bind,105,93,94,101,104,105,99,97,99,97
RGS8-Gao reg,101,102,88,107,102,100,100,104,98,97
Pf gamet viab,·,-7,7,-19,·,·,·,·,19,·
HRas wt GTP bind,101,94,96,104,103,107,100,99,106,99
Mcl1-Bid inh,-12,23,12,-65,14,-48,-32,-19,-11,-32
Rac1 act GTP bind,98,93,97,100,100,102,99,98,105,100
Mcl-1 Bim block,0,1,1,1,-1,-2,0,0,-2,-5
Mcl1-Noxa inh,-11,-67,13,10,15,-23,20,-7,15,-21
Rab2A wt mod,100,92,93,101,100,108,101,99,107,102

11	COc1cc(Cl)cc(C=O)c1OCC(=O)O
12	CN(C)CCCN(C(=O)c1cc2ccccc2oc1=O)c1nc2c(F)cccc2s1
13	CC(=Nc1ccc(C)c(C)c1)C1=C(O)CCC1=O
14	O=C(COC(=O)c1ccc2ncsc2c1)NC(=O)NCc1ccccc1
15	COc1cccc(OCC(O)CN2CCC(Cc3ccccc3)CC2)c1 (stereo unspecified)
16	COc1ccc2cc(C(=O)NCc3ccco3)c(=O)oc2c1
17	CSc1cccc(NC(C)=O)c1
18	Cc1nn(C)c(C)c1CNC(=O)/C=C/c1ccccc1F
19	Cc1csc(NC(=O)c2ccco2)n1
20	COc1ccc(OC)c(NC(=O)c2cnc(Nc3ccccc3OC)c3ccccc23)c1
assay / entry,11,12,13,14,15,16,17,18,19,20
Cdc42 wt GTP,95,105,104,96,98,109,100,100,109,100
Rac1 wt GTP bind,97,104,106,98,103,104,103,103,106,103
Rab7 wt GTP bind,104,101,100,102,101,107,100,98,105,96
RGS8-Gao reg,98,101,96,96,101,99,99,103,98,100
Pf gamet viab,-15,·,·,3,-2,14,13,-30,·,5
HRas wt GTP bind,96,99,102,96,101,108,98,99,105,102
Mcl1-Bid inh,5,-17,-18,-6,-12,-59,-4,7,-3,-3
Rac1 act GTP bind,94,99,104,95,97,101,100,99,100,98
Mcl-1 Bim block,0,-7,0,-3,-2,0,-3,-2,3,0
Mcl1-Noxa inh,12,-3,-11,13,8,14,2,10,2,-8
Rab2A wt mod,97,99,101,95,98,106,97,97,103,99

21	COc1cc(OC)c(Nc2cc(C)nc3nc(C)nn23)cc1Cl
22	Cc1[nH]n(-c2ccccc2)c(=O)c1/C=N/NC(=O)C(C)C
23	C=CCC1(C#N)C(=S)NC2=C(C(=O)CC(C)(C)C2)C1c1ccc(Br)cc1 (stereo unspecified)
24	N#CCCn1cc(C(CC(=O)c2ccccc2)C(=O)O)c2ccccc21 (stereo unspecified)
25	COc1ccc(-n2nc(C(=O)N3CCCCC3)c3ccccc3c2=O)cc1
26	COc1ccc(-c2noc(CCCOc3ccc(Cl)cc3Cl)n2)cc1
27	Cc1ncc([N+](=O)[O-])n1CC(=O)NCCc1ccccc1
28	CCOC(=O)C1CSC2(CCC(c3ccccc3)CC2)N1 (stereo unspecified)
29	Fc1ccccc1N=C1NN=C(c2ccccc2)CS1
30	COc1ccc(CN(CCC(c2ccccc2)C2CCOC(C)(C)C2)C(C)=O)cc1 (stereo unspecified)
assay / entry,21,22,23,24,25,26,27,28,29,30
Cdc42 wt GTP,104,98,102,97,106,95,102,94,93,97
Rac1 wt GTP bind,109,101,102,101,111,96,105,96,93,106
Rab7 wt GTP bind,104,101,99,93,103,97,105,92,85,96
RGS8-Gao reg,101,102,102,106,101,102,96,100,102,95
Pf gamet viab,·,·,-3,·,-3,·,·,22,16,14
HRas wt GTP bind,105,97,101,95,103,97,102,95,92,100
Mcl1-Bid inh,-22,-62,-41,-15,-28,3,-16,-54,0,5
Rac1 act GTP bind,102,95,102,98,101,93,101,93,93,98
Mcl-1 Bim block,-1,-2,0,4,0,-4,6,0,2,-5
Mcl1-Noxa inh,9,-37,13,17,-5,-2,3,3,-13,4
Rab2A wt mod,102,97,99,95,103,96,101,92,93,98

At a glance, some entries already given.
21	COc1cc(OC)c(Nc2cc(C)nc3nc(C)nn23)cc1Cl
22	Cc1[nH]n(-c2ccccc2)c(=O)c1/C=N/NC(=O)C(C)C
23	C=CCC1(C#N)C(=S)NC2=C(C(=O)CC(C)(C)C2)C1c1ccc(Br)cc1 (stereo unspecified)
24	N#CCCn1cc(C(CC(=O)c2ccccc2)C(=O)O)c2ccccc21 (stereo unspecified)
25	COc1ccc(-n2nc(C(=O)N3CCCCC3)c3ccccc3c2=O)cc1
26	COc1ccc(-c2noc(CCCOc3ccc(Cl)cc3Cl)n2)cc1
27	Cc1ncc([N+](=O)[O-])n1CC(=O)NCCc1ccccc1
28	CCOC(=O)C1CSC2(CCC(c3ccccc3)CC2)N1 (stereo unspecified)
29	Fc1ccccc1N=C1NN=C(c2ccccc2)CS1
30	COc1ccc(CN(CCC(c2ccccc2)C2CCOC(C)(C)C2)C(C)=O)cc1 (stereo unspecified)
assay / entry,21,22,23,24,25,26,27,28,29,30
Cdc42 wt GTP,104,98,102,97,106,95,102,94,93,97
Rac1 wt GTP bind,109,101,102,101,111,96,105,96,93,106
Rab7 wt GTP bind,104,101,99,93,103,97,105,92,85,96
RGS8-Gao reg,101,102,102,106,101,102,96,100,102,95
Pf gamet viab,·,·,-3,·,-3,·,·,22,16,14
HRas wt GTP bind,105,97,101,95,103,97,102,95,92,100
Mcl1-Bid inh,-22,-62,-41,-15,-28,3,-16,-54,0,5
Rac1 act GTP bind,102,95,102,98,101,93,101,93,93,98
Mcl-1 Bim block,-1,-2,0,4,0,-4,6,0,2,-5
Mcl1-Noxa inh,9,-37,13,17,-5,-2,3,3,-13,4
Rab2A wt mod,102,97,99,95,103,96,101,92,93,98

Following part:
31	Cc1cc(C)nc(NS(=O)(=O)c2ccc(N/C=C/C(=O)c3ccc(Cl)c(Cl)c3)cc2)n1
32	CCOC(=O)c1cnn(-c2cc(C)nc3c(-c4ccc(Cl)cc4)c(C)nn23)c1N
33	Cc1nn(-c2ccc([N+](=O)[O-])cc2)c2c1C(c1cccc(Br)c1)N1C(=N2)C(=O)Nc2ccccc21 (stereo unspecified)
34	Cc1cccc(C)c1OCC(=O)N/N=C/c1ccc2c(c1)OCO2
35	C=CCn1c(COc2ccccc2)nnc1SCC(=O)Nc1ccc2c(c1)OCCO2
36	O=C(NCCCn1cccn1)c1cc(COc2ccc(F)cc2Cl)on1
37	O=c1c(-c2ccccc2)cnc2n1CCS2
38	C=CCN1C(c2ccc(Br)cc2)=CS/C1=C(/C#N)c1nnc(N2CCOCC2)n1-c1ccccc1
39	COC(=O)c1c(-c2ccncc2)csc1NC(=O)c1ccoc1C
40	Cn1c(=O)c(C(=O)Nc2ncccc2O)c(O)c2ccccc21
assay / entry,31,32,33,34,35,36,37,38,39,40
Cdc42 wt GTP,104,102,102,99,99,95,99,97,96,97
Rac1 wt GTP bind,108,108,102,99,99,96,96,107,97,98
Rab7 wt GTP bind,106,101,99,97,98,105,96,95,97,100
RGS8-Gao reg,105,104,100,102,102,101,100,100,99,100
Pf gamet viab,·,·,·,7,13,·,7,·,32,1
HRas wt GTP bind,102,100,102,100,96,96,97,97,97,102
Mcl1-Bid inh,4,17,-11,3,5,-11,-24,18,0,-68
Rac1 act GTP bind,101,102,98,97,97,93,96,94,95,96
Mcl-1 Bim block,0,3,-1,0,-1,-2,-1,-3,0,0
Mcl1-Noxa inh,-7,12,26,-2,-7,7,15,24,17,-34
Rab2A wt mod,100,98,99,98,98,99,96,97,99,100

41	COC(=O)c1cn(CC(=O)NCc2ccco2)c2ccccc12
42	Cc1nc(N2CCOCC2)[nH]c(=O)c1CCC(C)C
43	CCOC(=O)Nc1cc(C(=O)OCC)c(C)nc1C
44	Oc1ccc(Cl)cc1-c1cc(-c2ccccc2)n[nH]1
45	NS(=O)(=O)c1ccc(NC(=S)N2CCC(O)CC2)cc1
46	O=C(NCc1ccccc1)c1ccc(Br)cc1
47	Cc1ccc(CN2CCN(Cc3cccn3-c3nccs3)CC2CCO)cc1 (stereo unspecified)
48	CCn1c(CC(C)C)n[nH]c1=S
49	CCOC(=O)C1(Cc2ccc(Cl)cc2)CCN(C(=O)c2ccoc2)CC1
50	Cc1cccc(NC(=O)c2ccc(NCCc3ccccc3)c([N+](=O)[O-])c2)c1
assay / entry,41,42,43,44,45,46,47,48,49,50
Cdc42 wt GTP,97,107,95,100,101,93,100,101,97,104
Rac1 wt GTP bind,97,106,101,101,102,93,102,101,97,106
Rab7 wt GTP bind,95,100,96,98,102,99,95,99,96,104
RGS8-Gao reg,105,97,86,106,99,100,101,76,87,101
Pf gamet viab,·,14,·,·,1,-5,12,14,9,-2
HRas wt GTP bind,99,103,100,99,101,96,96,100,97,104
Mcl1-Bid inh,-27,6,-32,-1,-24,-23,-12,-43,-25,-6
Rac1 act GTP bind,95,101,95,96,98,94,96,98,96,101
Mcl-1 Bim block,2,0,-1,-1,-5,-3,-3,-2,-2,0
Mcl1-Noxa inh,11,10,-6,17,7,-5,-6,8,10,17
Rab2A wt mod,95,103,96,100,101,97,97,100,95,103

51	NCCS(=O)(=O)NC1CCCCC1
52	NC(=O)c1ccc(-n2nc(C(F)(F)F)c3c2CCCC3)cc1
53	COc1ccc2nc(SCC(=O)NC3CCCc4ccccc43)[nH]c2c1 (stereo unspecified)
54	CC(=O)c1c(C)nc2ccc(C)cc2c1-c1ccccc1
55	O=C(Oc1ccc(/C=N/NC(=O)c2ccccc2O)cc1)c1ccccc1
assay / entry,51,52,53,54,55
Cdc42 wt GTP,98,105,100,92,97
Rac1 wt GTP bind,98,103,101,98,107
Rab7 wt GTP bind,95,103,100,93,95
RGS8-Gao reg,100,103,98,101,100
Pf gamet viab,·,-4,9,26,·
HRas wt GTP bind,94,101,100,94,98
Mcl1-Bid inh,-28,1,-16,-9,-38
Rac1 act GTP bind,96,100,100,94,96
Mcl-1 Bim block,-2,-7,-6,0,-3
Mcl1-Noxa inh,22,4,19,8,18
Rab2A wt mod,98,99,100,92,96
